# From PubChem
# KDM4C inh: KDM4C (human) demethylase inhibition; Q9H3R0; GST-KDM4C 2-372, H3K9me3 peptide, LANCE TR-FRET; inhibition, % at 12.5 µM; 0.15% of 96,000 active; AID 720574;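 active = mean replicate inhibition above about 25%, with at least 55% of replicates also reaching it, limit read from the data, passing the limit was not always enough; inconclusive = only one of those two conditions met; inactive = neither condition met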
# Target sequence (Q9H3R0 2-372 limits assumed): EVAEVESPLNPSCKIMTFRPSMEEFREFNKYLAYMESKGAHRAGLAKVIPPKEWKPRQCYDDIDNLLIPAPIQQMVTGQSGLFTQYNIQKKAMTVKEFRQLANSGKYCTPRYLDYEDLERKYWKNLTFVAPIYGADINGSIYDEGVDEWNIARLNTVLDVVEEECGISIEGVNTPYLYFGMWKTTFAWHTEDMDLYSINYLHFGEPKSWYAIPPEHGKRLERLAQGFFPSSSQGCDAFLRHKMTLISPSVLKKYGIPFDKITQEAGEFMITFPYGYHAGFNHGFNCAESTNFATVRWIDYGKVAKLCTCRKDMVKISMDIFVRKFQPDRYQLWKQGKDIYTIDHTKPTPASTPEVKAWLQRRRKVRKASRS
#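 Test system – GST-tagged GASC-1 (JMJD2C) catalytic fragment, aa 2-372 · Medium – HEPES buffer, pH 7.5, plus ascorbate · Reagent – H3K9me3 peptide with Fe(II)/2OG · Compound – one test concentration per compound · Timing – 30 min reaction, 60 min detection, RT · Technique – TR-FRET with Eu antibody and ULight streptavidin, EDTA stop · Read-out basis – inhibition from TR-FRET ratio decrease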
# Pf Dd2 inh: P. falciparum Dd2 growth inhibition; SYBR Green, 72 h; hits give low values; activity change, % at 10 µM; 2.3% of 94,000 active; AID 1159554; in the data active = activity change below about -80%; inconclusive = no clear call, values can overlap the other calls
# Tcruzi prolif: blocks T. cruzi growth in NIH3T3 culture; T. cruzi beta-gal in NIH3T3, GalScreen luminescence, 90 h; inhibition, % at 8.34 µM; AID 624255; 5.9% of 77,000 active;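 active = mean inhibition above about 93%, with at least 55% of replicates each passing it, limit read from the data, passing the limit was not always enough; inconclusive = only one of those two conditions holds; inactive = neither condition holds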
# C diff HTS: blocks growth of Clostridium difficile; Clostridium difficile clinical isolate growth, OD600, 24 h; hits give low values; growth activity, negative = inhibition, % at 16 µg/mL (by protocol); 0.25% of 86,000 active; AID 1259249;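 active = mean growth activity at or below -80% and every replicate also at or below -80%; inconclusive = mean at or below -80% but some replicate above -80%; inactive = mean growth activity above -80%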;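 note: 0% = DMSO wells and -100% = levofloxacin 16 µg/mL wells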
# Starred values were filed as active, the others as inactive; ? = inconclusive; . = no result given; & = joins results of further samples.
[1] CCN1C[C@@H](C)[C@H](OC)CN(C)C(=O)c2ccc(NC(=O)c3ccno3)cc2OC[C@H]1C
[2] C[C@H]1CCCCO[C@H](CN(C)C(=O)Nc2ccc(F)cc2)[C@@H](C)CN([C@@H](C)CO)C(=O)c2cc(NC(=O)Nc3ccccc3)ccc2O1
[3] CCCNC(=O)[C@H]1[C@H](CO)[C@H]2Cn3c(cccc3=O)[C@H]2N1Cc1ccccn1
[4] CCCN(C)C[C@@H]1OCCCC[C@H](C)Oc2ccc(NC(=O)Cc3ccccc3)cc2C(=O)N([C@H](C)CO)C[C@@H]1C
[5] COc1ccc(NC(=O)N(C)C[C@@H]2Oc3ccc(NC(=O)c4ccncc4)cc3CC(=O)N([C@H](C)CO)C[C@@H]2C)cc1
screen / no.,1,2,3,4,5
KDM4C inh,0.0,-0.4,-0.7,-1.3,-0.9
Pf Dd2 inh,-31,-51,2,-14,-1
Tcruzi prolif,2,?,7,77,29
C diff HTS,.,0,-2,3,-1

[6] C[C@H]1CN([C@@H](C)CO)C(=O)c2ccccc2-c2ccccc2CO[C@@H]1CN(C)Cc1cccnc1
[7] CO[C@@H](CN(C)C(=O)c1cc(Cl)cc(Cl)c1)[C@H](C)CN(C(=O)Nc1ccc(F)cc1)[C@@H](C)CO
[8] CC(C)NC(=O)N(C)C[C@@H]1Oc2ncc(C#CC3CCCCC3)cc2C(=O)N([C@H](C)CO)C[C@H]1C
[9] O=C(Nc1ccc(C(F)(F)F)cc1)N[C@@H]1C=C[C@@H](CC(=O)N2CCCCC2)O[C@H]1CO
[10] N#C[C@@H]1[C@H](c2ccc(C#CC3CCCC3)cc2)[C@H](CO)N1S(=O)(=O)c1ccccc1
screen / no.,6,7,8,9,10
KDM4C inh,1.0,-2.0,-1.8,-0.5,-2.5
Pf Dd2 inh,-13,0,-35,-24,-52
Tcruzi prolif,40,58,74,-1,81
C diff HTS,-6,.,-11,.,-2

[11] O=C(C[C@@H]1CC[C@@H](NC(=O)Nc2ccc(C(F)(F)F)cc2)[C@@H](CO)O1)NCCN1CCCC1
[12] CCCC(=O)Nc1ccc2c(c1)C(=O)N(C)[C@H]1CC[C@@H](CC(=O)Nc3cn(C)nc3C)O[C@H]1CO2
[13] CCOC(=O)c1cc2c(c(-c3cccc(Br)c3)n1)[C@@H](CCO)N(C(=O)NC(C)C)C2
[14] CO[C@H]1CN(C)C(=O)c2ccc(NC(=O)Nc3ccccc3)cc2OC[C@@H](C)N(C(=O)CC2CC2)C[C@H]1C
[15] C[C@@H]1CN([C@H](C)CO)C(=O)c2cc(-c3ccncc3)cnc2O[C@@H]1CN(C)C(=O)NC1CCCC1
screen / no.,11,12,13,14,15
KDM4C inh,-2.5,8.4,-1.9,3.2,-2.1
Pf Dd2 inh,-14,5,.,-25,13
Tcruzi prolif,-15,-22,15,-18,.
C diff HTS,.,0,.,.,1

[16] CC(=O)N(C)C[C@@H]1Oc2ncc(C#C[C@H](C)O)cc2C(=O)N([C@@H](C)CO)C[C@@H]1C
[17] Cc1ccc(S(=O)(=O)Nc2ccc3c(c2)CC(=O)N([C@@H](C)CO)C[C@@H](C)[C@H](CN(C)S(C)(=O)=O)O3)cc1
[18] COc1ccc2c3c([nH]c2c1)[C@H](CO)N(C(=O)C1CCC1)CC31CN(C)C1
[19] CCCNC(=O)N1[C@H](C#N)[C@@H](c2ccc(-c3cccnc3)cc2)[C@H]1CO
[20] COCC(=O)N1CC(=O)N2[C@H](CO)[C@H](c3ccc(C4=CCCC4)cc3)[C@@H]2C1
screen / no.,16,17,18,19,20
KDM4C inh,1.7,1.0,-0.9,0.3,2.3
Pf Dd2 inh,64,-33,30,37,24
Tcruzi prolif,-12,20,.,-53,.
C diff HTS,3,0,-3,-4,2

[21] Cc1ccc(S(=O)(=O)Nc2ccc3c(c2)C(=O)N([C@@H](C)CO)C[C@@H](C)[C@@H](CN(C)C(=O)CCCN(C)C)OCCCC[C@@H](C)O3)cc1
[22] CNC(=O)C[C@@H]1CC[C@H]2[C@@H](COc3ccc(NC(=O)c4cccc(F)c4)cc3C(=O)N2C)O1
[23] C[C@H](CO)N1C[C@H](C)[C@@H](CN(C)Cc2ccncc2)Oc2ncc(-c3cncnc3)cc2C1=O
[24] Cc1noc(C)c1S(=O)(=O)Nc1cccc2c1O[C@@H](CN(C)S(=O)(=O)c1cn(C)cn1)[C@@H](C)CN([C@@H](C)CO)C2=O
[25] O=C(C[C@@H]1CC[C@H](NC(=O)c2cccc(F)c2)[C@@H](CO)O1)NCCN1CCCC1
screen / no.,21,22,23,24,25
KDM4C inh,0.6,-1.6,4.8,-1.1,0.4
Pf Dd2 inh,1,0&-6,27,-3,3
Tcruzi prolif,18,-4&-30,0,-12,-19
C diff HTS,.,3&7,6,1,.

[26] Cc1noc(C)c1NC(=O)N(C)C[C@@H]1OCCCC[C@@H](C)Oc2ccc(NC(=O)NC(C)C)cc2C(=O)N([C@H](C)CO)C[C@H]1C
[27] CO[C@@H]1CN(C)C(=O)c2ccc(NS(=O)(=O)c3ccccc3F)cc2OC[C@H](C)NC[C@H]1C
[28] C[C@@H]1CN([C@H](C)CO)C(=O)c2cc(C#CC3CCCC3)cnc2O[C@@H]1CN(C)C(=O)C1CC1
[29] C[C@@H]1CN([C@H](C)CO)C(=O)c2cccc(N(C)C)c2O[C@H]1CN(C)Cc1ccncc1
[30] CNC[C@H]1Oc2ccc(NC(=O)c3ccncc3)cc2C(=O)N([C@H](C)CO)C[C@@H]1C
screen / no.,26,27,28,29,30
KDM4C inh,1.7,0.6,0.5,-2.6,1.6
Pf Dd2 inh,28,36,-38,12,17
Tcruzi prolif,.,35,38,14,-6
C diff HTS,3,.,-2,4,-1

[31] O=C(CN1CCOCC1)NCC[C@@H]1CC[C@@H](NS(=O)(=O)c2ccc(Cl)cc2)[C@H](CO)O1
[32] C[C@H](CO)N1C[C@H](C)[C@@H](CN(C)S(C)(=O)=O)Oc2ccc(NC(=O)C3CC3)cc2CC1=O
[33] CO[C@H]1CN(C)C(=O)c2cc(NS(=O)(=O)c3cn(C)cn3)ccc2OC[C@@H](C)N(CCC(F)(F)F)C[C@@H]1C
[34] CO[C@H]1CN(C)C(=O)c2ccc(NC(C)=O)cc2OC[C@H](C)N(Cc2cccc(F)c2)C[C@H]1C
[35] CCC(=O)Nc1ccc2c(c1)C(=O)N(C)[C@H]1CC[C@@H](CC(=O)NCc3ccccc3)O[C@H]1CO2
screen / no.,31,32,33,34,35
KDM4C inh,-0.4,-0.6,-3.0,0.4,0.2
Pf Dd2 inh,5,19,-2,.,-3
Tcruzi prolif,-29,5,14,77,-3
C diff HTS,2,1,0,.,-14

[36] C[C@@H](NC(=O)C[C@H]1CC[C@@H](NC(=O)c2cccnc2)[C@@H](CO)O1)c1ccccc1
[37] O=C(c1ccc(F)cc1)N1CC(=O)N2[C@H](CO)[C@H](c3ccc(-c4ccccc4)cc3)[C@@H]2C1
[38] COc1ccc(CNC(=O)C[C@@H]2C=C[C@@H](NC(=O)Nc3ccc4c(c3)OCO4)[C@@H](CO)O2)cc1
[39] COc1ccc(S(=O)(=O)Nc2ccc3c(c2)C(=O)N([C@@H](C)CO)C[C@@H](C)[C@H](CN(C)C(=O)CCCN(C)C)OCCCC[C@@H](C)O3)cc1
[40] C[C@@H]1CN([C@H](C)CO)C(=O)c2cc(-c3ccc(C(=O)N(C)C)cc3)cnc2O[C@H]1CN(C)C(=O)c1ccncc1
screen / no.,36,37,38,39,40
KDM4C inh,-0.3,3.3,3.7,-1.2,.
Pf Dd2 inh,-9,-32,7,32,46
Tcruzi prolif,36,.,27,18,.
C diff HTS,.,5,21,3,2

[41] CC(C)NC(=O)N(C)C[C@H]1Oc2c(NC(=O)c3nc4ccccc4s3)cccc2C(=O)N([C@H](C)CO)C[C@H]1C
[42] COCC#Cc1cnc2c(c1)C(=O)N([C@@H](C)CO)C[C@H](C)[C@@H](CN(C)C(=O)C1CCCCC1)O2
[43] COc1ccc2c3c(n(C)c2c1)[C@H](CO)N(CC1CCCC1)CC31CCN(C(=O)Nc2ccccc2)CC1
[44] O=C(C[C@H]1CC[C@@H]2[C@H](COC[C@@H](O)CN2C(=O)C2CCOCC2)O1)NCc1ccncc1
[45] CC(C)NC(=O)N1C[C@@H]2[C@H](c3ccccc31)[C@@H](CO)N2C(=O)C1CCCC1
screen / no.,41,42,43,44,45
KDM4C inh,12,-0.3,-2.8,-0.4,-0.7
Pf Dd2 inh,-83*,6,-66,3,-21
Tcruzi prolif,-16,.,.,0,2
C diff HTS,0,0,48,-3&-4,-5

[46] Cc1noc(C)c1S(=O)(=O)Nc1ccc2c(c1)C(=O)N([C@@H](C)CO)C[C@@H](C)[C@@H](CN(C)C)OCCCC[C@H](C)O2
[47] CC(=O)N1[C@@H]2Cn3c(ccc(-c4cccc(F)c4)c3=O)[C@H]1[C@@H](C(=O)NCC1CC1)[C@@H]2CO
[48] CNC[C@H]1Oc2cc(C#Cc3cccc(OC)c3)ccc2S(=O)(=O)N([C@@H](C)CO)C[C@@H]1C
[49] CC(C)[C@@H](C)NC(=O)N(C)C[C@H]1OCc2ccccc2-c2ccccc2C(=O)N([C@@H](C)CO)C[C@H]1C
[50] C[C@@H]1CN([C@@H](C)CO)C(=O)c2cccc(NC(=O)c3ccncc3)c2O[C@H]1CN(C)Cc1ccc(C(=O)O)cc1
screen / no.,46,47,48,49,50
KDM4C inh,1.3,-1.6,-1.2,0.2,-0.9
Pf Dd2 inh,14,10,-46,31,12
Tcruzi prolif,5,55,70,27,.
C diff HTS,-14,3,5,5,5&-4

[51] O=C(NC1CCC1)[C@H]1[C@H](CO)[C@H]2Cn3c(ccc(-c4ccc(F)cc4)c3=O)[C@H]2N1Cc1ccccn1
[52] C[C@@H]1CN([C@@H](C)CO)C(=O)c2cccc(NC(=O)C3CCCCC3)c2O[C@H]1CN(C)Cc1ccc(Cl)c(Cl)c1
[53] COc1ccccc1S(=O)(=O)N(C)C[C@H]1OCc2cn(nn2)CCCC(=O)N([C@H](C)CO)C[C@H]1C
[54] O=C(N[C@H]1CC[C@@H](CCNC(=O)C2CCOCC2)O[C@@H]1CO)c1ccncc1
[55] C[C@@H]1CN([C@H](C)CO)C(=O)c2cc(NC(=O)Nc3ccccc3)ccc2O[C@@H](C)CCCCO[C@@H]1CN(C)S(=O)(=O)c1ccc(Cl)cc1
[56] O=C(C[C@H]1CC[C@H]2[C@@H](COC[C@H](O)CN2S(=O)(=O)c2cccc(F)c2)O1)NC1CCC1
screen / no.,51,52,53,54,55,56
KDM4C inh,8.6,14,1.7,-0.9,0.0,0.7
Pf Dd2 inh,.,-1,-7,11,-86*,25
Tcruzi prolif,13,100,-25,11,38,25
C diff HTS,14,.,.,.,.,0&-2

# Structures listed so far containing an aryl methoxy group:
[5] COc1ccc(NC(=O)N(C)C[C@@H]2Oc3ccc(NC(=O)c4ccncc4)cc3CC(=O)N([C@H](C)CO)C[C@@H]2C)cc1
[18] COc1ccc2c3c([nH]c2c1)[C@H](CO)N(C(=O)C1CCC1)CC31CN(C)C1
[38] COc1ccc(CNC(=O)C[C@@H]2C=C[C@@H](NC(=O)Nc3ccc4c(c3)OCO4)[C@@H](CO)O2)cc1
[39] COc1ccc(S(=O)(=O)Nc2ccc3c(c2)C(=O)N([C@@H](C)CO)C[C@@H](C)[C@H](CN(C)C(=O)CCCN(C)C)OCCCC[C@@H](C)O3)cc1
[43] COc1ccc2c3c(n(C)c2c1)[C@H](CO)N(CC1CCCC1)CC31CCN(C(=O)Nc2ccccc2)CC1
[48] CNC[C@H]1Oc2cc(C#Cc3cccc(OC)c3)ccc2S(=O)(=O)N([C@@H](C)CO)C[C@@H]1C
[53] COc1ccccc1S(=O)(=O)N(C)C[C@H]1OCc2cn(nn2)CCCC(=O)N([C@H](C)CO)C[C@H]1C
screen / no.,5,18,38,39,43,48,53
KDM4C inh,-0.9,-0.9,3.7,-1.2,-2.8,-1.2,1.7
Pf Dd2 inh,-1,30,7,32,-66,-46,-7
Tcruzi prolif,29,.,27,18,.,70,-25
C diff HTS,-1,-3,21,3,48,5,.
